Bioassay records: PubChem, National Center for Advancing Translational Sciences (NCATS)
Cycloheximide cs = counter-screen for Shiga toxin inhibitors: cycloheximide protein synthesis inhibition; AID 2314; hit rate 12% among 300,000; max response, %; cell reporter, cycloheximide protein synthesis inhibition counterscreen; in the data active means max response mostly above about 13%, no sharp cut-off; inactive means mostly below about 14%; further: read at 38.3 µM for the half of the compounds with a filed dose; 0% is about no effect
AMA1-RON2 inh = disrupts binding of P. falciparum AMA1 to RON2; AlphaScreen AMA1-biotinylated RON2 peptide binding; Potency, µM (highest dose often 58.2 µM), for the others: top-dose activity change, negative = inhibition, actives largely listed as inhibitors; hit rate 0.2% among 360,000;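 further: potency means the concentration at half of the fitted maximal effect; 0% = vehicle wells and -100% = peptide control; nearly all actives have a fitted effect of over 45% in size; some results filed as inactive show a strong effect at the top dose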
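AMA1 (3D7) with his tag at 25 nM final met compounds first, then biotinylated RON2 peptide at 25 nM; detection used donor plus acceptor beads, 10 µg/mL apiece, read by AlphaScreen after 30 min at room temperature.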
FBPA Giardia inh = inhibitors of Giardia lamblia fructose-1,6-bisphosphate aldolase; AID 2451; A8B2U2; hit rate 0.71% among 290,000; Potency, µM (series often up to 59.6 µM), without a hit: at the highest dose activity, negative = inhibition, actives largely listed as inhibitors; purified Giardia FBPA; further: potency means the concentration at half of the fitted maximal effect; on the % scale 0 is the no-effect control and ±100 the full control effect; nearly all actives have a fitted effect of over 55% in size
Target sequence (A8B2U2 whole entry, looked up): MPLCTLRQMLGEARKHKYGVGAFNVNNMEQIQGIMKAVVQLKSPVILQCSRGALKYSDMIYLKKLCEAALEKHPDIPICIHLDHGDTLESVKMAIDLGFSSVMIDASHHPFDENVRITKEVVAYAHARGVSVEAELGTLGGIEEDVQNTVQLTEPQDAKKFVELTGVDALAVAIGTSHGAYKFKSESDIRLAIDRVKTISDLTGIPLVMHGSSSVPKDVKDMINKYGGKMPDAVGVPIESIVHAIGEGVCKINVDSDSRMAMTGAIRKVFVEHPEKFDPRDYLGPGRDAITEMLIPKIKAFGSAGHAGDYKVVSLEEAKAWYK
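40 nM FBPA preincubated 10 min at RT with compound (up to 57.5 uM final), then substrate plus GAPDH/TPI/NAD/arsenate coupling and diaphorase/resazurin added. Fluorescence read after 20 min at RT, 525/598 nm.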
AmpC detergent = AmpC beta-lactamase inhibition with detergent present. P00811. AmpC hydrolysis of nitrocefin, absorbance 480 nm, 0.01% Triton. Potency, µM (doses to about 114 µM), without a hit: at the highest dose activity change, negative = inhibition, hits mostly inhibitors. hit rate 0.041% among 370,000;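 further: potency means the concentration at half of the fitted maximal effect; 0% = no-compound wells and -100% = no-enzyme wells; nearly all actives have a fitted effect of over 25% in size; some results filed as inactive show a strong effect at the top dose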
Target sequence (P00811 whole entry, looked up): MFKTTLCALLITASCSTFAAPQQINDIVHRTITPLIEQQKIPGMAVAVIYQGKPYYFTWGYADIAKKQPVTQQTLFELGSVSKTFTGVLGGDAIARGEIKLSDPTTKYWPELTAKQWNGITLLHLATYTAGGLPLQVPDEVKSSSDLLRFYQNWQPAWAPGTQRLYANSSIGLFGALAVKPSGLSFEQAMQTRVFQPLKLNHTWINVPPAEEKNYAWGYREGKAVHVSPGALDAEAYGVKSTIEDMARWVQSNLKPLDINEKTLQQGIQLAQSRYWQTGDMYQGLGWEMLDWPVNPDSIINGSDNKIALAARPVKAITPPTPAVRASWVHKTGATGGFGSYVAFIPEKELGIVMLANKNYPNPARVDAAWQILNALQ
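AmpC (5.3 nM in the dispensed reagent) in 20 mM phosphate pH 7.0 with 0.01% (detergent screen) or 0.0001% Triton X-100 was preincubated with compounds for 15 min at room temperature. Nitrocefin was then added from an 800 uM solution, and hydrolysis was followed at 480 nm.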
Shiga toxin inh = inhibitors of Shiga toxin in Vero cells; Vero cells, Shiga toxin protein synthesis inhibition reporter; inhibition, % at 38.7 µM; hit rate 9.2% among 290,000; AID 2315; in the data active means inhibition mostly above about 28%, no sharp cut-off; inactive means mostly below about 43%; further: 0% is about no effect
HCMV inh = human cytomegalovirus inhibition | activity change, negative = inhibition, % at 57.5 µM | AID 1259415 | hit rate 4.5% among 410,000 | HFF cells, HCMV-luciferase reporter, 72 h; hits give low values; in the data active means activity change below about -60%; inconclusive means no clear call, values can overlap the other calls; inactive means above about -39%; further: on the % scale 0 is the no-effect control and ±100 the full control effect
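Compounds were evaluated in HFFs infected with an HCMV luciferase reporter virus (MOI 1 PFU/cell). Luciferase in lysates collected 72 h post infection served as the replication measure.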
AmpC no deterg = blocks E. coli AmpC beta-lactamase in detergent-free assay. AmpC nitrocefin hydrolysis, absorbance 480 nm, 0.0001% Triton. Potency, µM (series often up to 57.1 µM), for inactives: at the top dose activity change, negative = inhibition, actives largely listed as inhibitors. hit rate 0.52% among 330,000. AID 485341;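 further: potency means the concentration at half of the fitted maximal effect; plate controls were no compound for no effect and no enzyme for full effect; nearly all actives have a fitted effect of over 20% in size; some results filed as inactive show a strong effect at the top dose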
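AmpC (5.3 nM in the dispensed reagent) in 20 mM phosphate pH 7.0 with 0.01% (detergent screen) or 0.0001% Triton X-100 was preincubated with compounds for 15 min at room temperature. Nitrocefin was then added from an 800 uM solution, and hydrolysis was followed at 480 nm.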
* marks the source's active call; other numbers are inactive results; ? = inconclusive; . = not tested or not shown; & = joins results of further samples; [ ] = dose if it differs, or a comment. Unless noted, the call rests on the fitted dose curve; in most records, active means well fitted curve in the direction sought with a large enough effect; inconclusive means small, poorly fitted or top-dose-only effect, or another doubt; inactive means no such curve, though single readings can be large; an effect the other way counts as inactive or inconclusive.

SMILES	Cycloheximide cs	AMA1-RON2 inh	FBPA Giardia inh	AmpC detergent	Shiga toxin inh	HCMV inh	AmpC no deterg
CC(=O)N1CCC(C(=O)Nc2ccc(S(=O)(=O)N3CCCCC3)cc2)CC1	-2.5	1.7%	.	2.7%	-32.6	1.5	18.7%
Cn1nnnc1P(=O)(c1ccccc1)c1ccccc1	1.7	16.0%	2.8%	?	-12.3	11.8	-10.3%
Cc1cccc(-n2ncc3c(NCc4cccs4)ncnc32)c1	22.6*	7.7%	-17.3%	?	114.4*	200.6	-14.3%
CC1CC(C)CN(C(=O)CSc2ccsc2[N+](=O)[O-])C1 (stereo unspecified)	25.5	0.8%	3.2%	4.9%	63.3*	-70.8*	-5.1%
CNC(=S)NCc1ccc2[nH]c3c(c2c1)CCCC3	11.6	-3.1%	-21.7%	-1.6%	9.3	-67.4*	-14.9%
Cc1ccc(/C=N/NC(=O)CNC(=O)c2cccs2)o1	7.4	18.4%	-1.0%	6.2%	16.2	36.6	1.4%
COc1ccccc1CNC(=O)CN1C(=O)NC2(CCCCCCC2)C1=O	.	-1.0%	.	.	.	1.5	6.6%
O=C(Nc1ccc(F)c([N+](=O)[O-])c1)c1ccc2c(c1)C(=O)OC2=O	1.6	.	0.1%	1.0%	-12.3	.	-58.5%
O=c1c(C/C=C/c2ccccc2)c(O)ccn1Cc1cccc(Cl)c1	-1.7	5.4%	-3.4%	-3.7%	28.5	-0.7	-38.2%
Cc1ccc2nc(NC(=O)COC(=O)c3ccc(Br)o3)sc2c1	23.2*	-7.8%	-4.4%	-6.7%	132.9*	152.0	-20.5%
CCCCNS(=O)(=O)c1ccc(OC)cc1	-2.9	-13.5%	0.8%	?	-9.5	49.1	2.4%
CC(C)(Cc1ccc(O)cc1)NC(=O)CC(=O)N/N=C/c1ccc([N+](=O)[O-])cc1	-2.6	8.6%	-7.5%	-10.0%	-11.3	-18.9	-26.3%
O=C(Cc1ncc(C(F)(F)F)cc1Cl)NCc1cccnc1	-2.0	0.0%	-1.8%	-16.2%	-12.5	12.2	-10.8%
O=C(c1ccc([N+](=O)[O-])s1)N1CCN(c2cccc(Cl)c2)CC1	-0.4	?	5.0%	-2.4%	-5.9	?	-35.3%
COc1ccc(-c2ccc3c(c2)S(=O)(=O)c2cccc(C(=O)NCc4ccccc4Cl)c2C3=O)cc1OC	.	-1.4%	.	-4.4%	.	-1.4	-16.6%
Clc1ccc(-c2nc3ccccn3c2CN2CCSCC2)cc1	12.2	-16.5%	-13.6%	-5.5%	20.5	-13.6	29.3%
CS(=O)(=O)N(CC(=O)NCCSCc1ccccc1Cl)c1ccccc1F	1.8	-1.5%	5.0%	-14.5%	-6.5	-3.9	36.1%
N#C/C(=C\c1ccc(N2CCOCC2)o1)C(=O)NCC1CCCO1 (stereo unspecified)	-4.9	-11.9%	-2.5%	-4.4%	24.3	-18.4	121.0%[activator]
CCCCCCCNC(=O)C1(CC2CC(c3cccc(Br)c3)=NO2)CCN(C(=O)Cc2ccc(F)cc2)CC1 (stereo unspecified)	.	-0.4%	.	?	.	.	-6.3%
CCCC(=O)N/N=C1\CS(=O)(=O)N(C)c2ccsc21	4.2	2.4%	4.6%	8.7%	26.9	9.2	205.5%[activator]
O=[N+]([O-])c1ccc(N2CCCC2)cc1NCc1ccccc1	-3.6	-15.3%	1.6%	2.1%	-10.8	-28.9	-16.9%
c1ccc(-c2nn[nH]n2)cc1	-2.9	-2.2%	-3.3%	1.3%	-8.9	5.7	-24.8%
O=C(c1cccs1)N1CCN(C(=O)c2ccco2)c2ccccc2C1	-3.8	-1.5%	-7.7%	-0.5%	-9.9	-12.3	-7.5%
CCOC(OCC)P(=O)(c1ccccc1)c1ccccc1	4.4	11.9%	-8.8%	-11.3%	4.2	26.0	9.8%
NC(=O)CC(NC(=O)Cc1cccc2ccccc12)c1ccc(N2CCC(N3CCCCC3)CC2)c([N+](=O)[O-])c1 (stereo unspecified)	1.4	0.0%	6.5%	-6.0%	-4.8	-22.9	20.2%

Only AmpC detergent and HCMV inh, for some of the entries so far:
Molecule	AmpC detergent	HCMV inh
O=c1c(C/C=C/c2ccccc2)c(O)ccn1Cc1cccc(Cl)c1	-3.7%	-0.7
Cc1ccc2nc(NC(=O)COC(=O)c3ccc(Br)o3)sc2c1	-6.7%	152.0

(next part)
SMILES	Cycloheximide cs	AMA1-RON2 inh	FBPA Giardia inh	AmpC detergent	Shiga toxin inh	HCMV inh	AmpC no deterg
NCCc1c[nH]c2ccc(F)cc12	-0.9	.	0.3%	-12.4%	2.1	.	-20.9%
Cc1ccnc(Cc2ccccc2)n1	-4.3	-2.7%	17.0%	5.4%	-3.9	?	-15.7%
CCCCCCS(=O)Cc1ccccc1 (stereo unspecified)	1.2	-9.4%	3.1%	-0.2%	19.6	-36.5	-16.6%
CN1CCN(c2nc(Nc3ccccc3)nc(N)c2[N+](=O)[O-])CC1	-2.8	-19.8%	5.7%	0.7%	-3.9	-15.4	-9.5%
Cc1cccc(C)c1NC(=O)C(c1ccccc1)N1CCN(C(=O)c2ccco2)CC1 (stereo unspecified)	-3.6	7.9%	1.0%	?	-12.6	-31.2	-12.1%
CCCCN=Cc1c(O)n(-c2c(C)cc(C)cc2C)c(=O)[nH]c1=O	-2.2	1.3%	-0.3%	?	24.3	-25.6	-15.2%
COc1ccc(C(=O)/C=C/c2ccccc2)c(OC)c1	31.7*	-3.5%	-14.9%	-0.8%	54.2*	-68.1*	-12.7%
Cc1ccc(Cn2nnc3c(=O)n(CC(=O)OCc4ccccc4)cnc32)cc1	-1.9	-10.8%	3.5%	-5.0%	-2.0	38.3	-27.9%
CCc1cccc(CC)c1-n1c(SCC(=O)N2CCc3ccccc3C2)nnc1-c1cccnc1	-6.0	-4.5%[11.6 µM]	-5.7%	-1.9%	-13.0	?	229.2%[activator]
CC(C)NC(=O)CN1C(=O)C(=O)c2ccccc21	6.9	-0.1%	-21.8%	8.6%	-5.0	68.7	-9.4%
CC(NC(=O)c1cc(Br)ccc1Br)c1ccccc1 (stereo unspecified)	-1.4	.	3.6%	7.3%	18.5	-12.1	-16.2%
O=C(C1=NN(c2ccccc2)C2C(=O)N(c3ccccc3Cl)C(=O)C12)c1ccccc1 (stereo unspecified)	-2.9	20.0%	1.0%	15.3%	2.0	16.7	-18.3%
COc1ccc(NC(=O)Nc2ccc3c(c2)C(=O)N([C@H](C)CO)C[C@H](C)[C@@H](CN(C)C(=O)NC2CCCCC2)O3)cc1	.	0.8%	.	.	.	-12.7	172.5%[activator]
N#CC1=C(N)Oc2c(ccc3cccnc23)C1c1cccnc1 (stereo unspecified)	-1.1	-38.3%	0.9%	1.1%	3.5	-99.4*	-8.3%
COCc1cc(=O)[nH]c(/N=C(\N)Nc2ccccc2C)n1	-5.1	39.9%[activator]	-3.0%	-14.8%	-11.8	8.7	-29.2%
CCC(C)[C@H](NC(=O)Nc1cccc(Br)c1)C(=O)OC (stereo partly specified)	8.4	-3.1%	0.6%	-15.3%	-12.1	36.9	-19.4%
COc1ccc(/C=N/NC(=O)c2ccn[nH]2)cc1CN1CCOCC1	22.2	14.2%	-4.4%	-2.1%	42.2	-35.5	1.1%
CN(C)C(=O)Oc1ccc2ccccc2c1Cl	30.3*	5.7%	0.8%	1.9%	29.4	-5.1	-10.9%
COc1cc(NS(=O)(=O)c2ccc(F)cc2)c(OC)cc1NC(C)=O	8.4	7.3%	-15.0%	-1.5%	14.4	-23.5	-26.3%
Cc1ccc(-c2ccc(OC(=O)c3ccc(=O)[nH]c3)c(C)c2)cc1	12.1	-6.9%	1.8%	?	42.5	-3.4	24.5%
CC(C)N(Cc1nc(-c2ccccc2)no1)C(=O)CN1C(=O)c2ccccc2C1=O	-2.1	4.1%	0.0%	?	3.3	-1.8	63.9%[activator]
CNC(=O)c1cc(S(=O)(=O)NC2CCCCCC2)ccc1C	-3.9	-1.1%	4.7%	-2.7%	-3.8	-20.7	-29.1%
CCOC(=O)Cn1nnc(-c2cccc(OC)c2)n1	42.7*	1.2%	6.6%	-10.4%	108.8*	-1.9	-10.4%
COc1ccc(C)cc1CN1C(=O)c2ccccc2C1=O	7.9	28.3%	3.4%	4.6%	21.4	8.9	-16.3%
C=CCOc1ccccc1/C=C/C(=O)O	10.4	-2.7%	8.7%	2.8%	-7.3	-9.6	-16.8%
SMILES	Cycloheximide cs	AMA1-RON2 inh	FBPA Giardia inh	AmpC detergent	Shiga toxin inh	HCMV inh	AmpC no deterg
COc1ccccc1N1CCN(CCN(C(=O)C2CCCCC2)c2ccccn2)CC1	.	-5.7%&-4.4%	0.5%	?	.	.	73.8%[activator]
O=C(COc1ccc(S(=O)(=O)NC2CCCCC2)cc1)N1CCN(c2ccc(F)cc2)CC1	-3.7	-14.5%	2.6%	-7.1%	27.0	-38.2	-8.2%
COc1ccc(NC(=O)CN(C)CC(=O)Nc2cccc(C(C)=O)c2)cc1	-1.9	-19.6%	-28.3%	-8.4%	23.9	-24.3	5.3%
CCOc1ccc(S(=O)(=O)Nc2cc(NS(=O)(=O)c3ccc(OCC)cc3)cc(C(=O)O)c2)cc1	.	9.2%	.	.	.	0.0	-19.8%
COc1ccc(C(=O)OCC(=O)Nc2c(C)n(C)n(-c3ccccc3)c2=O)cc1	.	-5.0%	.	.	.	-3.4	-17.6%
O=C(Cc1c[nH]c2ccccc12)NNC(=O)c1ccccc1	-7.6	31.8%[activator]	-1.3%	7.1%	-14.9	17.2	-18.8%
Cc1c(C#N)c2ccccc2n1C	-1.8	8.1%	-3.2%	6.8%	-45.5	11.8	-7.8%
O=Cc1ccccc1-c1cn(CN2C(=O)c3ccccc3C2=O)nn1	-4.4	2.8%	-4.1%	-9.4%	-10.5	4.3	-22.8%
O=C(c1ccco1)N1CCN(Cc2nnnn2C2CCCCC2)CC1	-6.5	-10.1%	-6.3%	3.9%	-8.6	-39.9	-2.0%

Not a retest: an excerpt of the list.
SMILES	Cycloheximide cs	AMA1-RON2 inh	FBPA Giardia inh	AmpC detergent	Shiga toxin inh	HCMV inh	AmpC no deterg
COc1ccccc1N1CCN(CCN(C(=O)C2CCCCC2)c2ccccn2)CC1	.	-5.7%&-4.4%	0.5%	?	.	.	73.8%[activator]
O=C(COc1ccc(S(=O)(=O)NC2CCCCC2)cc1)N1CCN(c2ccc(F)cc2)CC1	-3.7	-14.5%	2.6%	-7.1%	27.0	-38.2	-8.2%
COc1ccc(NC(=O)CN(C)CC(=O)Nc2cccc(C(C)=O)c2)cc1	-1.9	-19.6%	-28.3%	-8.4%	23.9	-24.3	5.3%
CCOc1ccc(S(=O)(=O)Nc2cc(NS(=O)(=O)c3ccc(OCC)cc3)cc(C(=O)O)c2)cc1	.	9.2%	.	.	.	0.0	-19.8%
COc1ccc(C(=O)OCC(=O)Nc2c(C)n(C)n(-c3ccccc3)c2=O)cc1	.	-5.0%	.	.	.	-3.4	-17.6%
